CTSL1 counter = cathepsin L1 inhibition, PFM18AAP counter-screen; inhibition, % at 5.96 µM; AID 1906; recombinant F. hepatica cathepsin L1, Z-Leu-Arg-MCA fluorescence; 0.49% of 300,000 active;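 active = inhibition above the mean of all tested compounds plus 3 SD, set per screening campaign, cut at about 17% in these data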;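 also: 0% = plate median of test compound wells and 100% = 1 µM Z-Phe-Ala-diazomethylketone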
core dimer inh = blocks dimerization of HCV core protein; inhibition, % at 5 µM; 0.33% of 300,000 active; TR-FRET GST/Flag-core106 dimerization, 1536-well;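 active = inhibition above the mean of all tested compounds plus 3 SD, set per screening campaign, cut at about 45% in these data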
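System: GST/Flag-tagged HCV core106 proteins. Incubation: compound-protein-antibody incubation 4 h at 22.5 °C. Technique: HTRF with 340 nm excitation, 617/671 nm emission. Medium: KF-containing HEPES buffer, pH 7.45, DTT, CHAPS, BSA. Read-out: inhibition (%) from 671 over 617 nm ratio. Also added: Eu(K)-anti-GST 90 ng/mL plus XL665-anti-Flag 1 µg/mL.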
ZTA counter = counter-screen for EBNA-1 inhibitors: inhibitors of Epstein-Barr virus ZTA; P03206; ZTA-DNA binding, fluorescence polarization; AID 2234; 0.15% of 320,000 active; inhibition, % at 11 µM; in the data active = inhibition above about 33%
Target sequence (P03206 whole entry, looked up): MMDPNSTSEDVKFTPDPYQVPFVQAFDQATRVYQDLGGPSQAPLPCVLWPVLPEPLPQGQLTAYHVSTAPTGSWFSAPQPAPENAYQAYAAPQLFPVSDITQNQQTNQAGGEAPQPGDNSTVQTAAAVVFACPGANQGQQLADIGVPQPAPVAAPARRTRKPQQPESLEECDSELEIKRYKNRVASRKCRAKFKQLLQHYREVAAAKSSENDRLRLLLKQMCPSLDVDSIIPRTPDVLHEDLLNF
Efflux pump inh = antifungal efflux pump inhibition, Nile Red retention; 0.44% of 330,000 active; inhibition, % at 10 µM; S. cerevisiae Candida pump triplex;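 active = plate passing quality check with inhibition over a set limit, or well fluorescence over plate mean plus 4 SD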;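 also: Nile Red retained in pooled yeast measured as flow cytometry median fluorescence; 0% = buffer negative control and 100% = Enniatin B positive control; higher means more Nile Red kept so more efflux inhibition; some compounds called inactive have numbers as strong as hits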
EBNA-1 inhibitor = blocks EBNA-1 binding to DNA; inhibition, % at 14.8 µM; AID 1950; EBNA-1 DNA binding, fluorescence polarization; 0.34% of 300,000 active; in the data active = inhibition above about 28%
PP5 inh = inhibitors of human protein phosphatase 5 (PP5); purified PP5c, OMFP substrate fluorescence; P53041; 0.18% of 320,000 active; inhibition, % at 6.7 µM; AID 1987;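 active = inhibition above the campaign's mean inhibition across all tested compounds plus 3 SD, cut at about 9.5% in these data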;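 also: 0% = DMSO only and 100% = 100 µM cantharidin control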
PP1 counter = blocks human PP1-alpha phosphatase, a PP5 counter-screen. P62136. purified PP1alpha, OMFP fluorescence. inhibition, % at 6.7 µM. 0.9% of 320,000 active. AID 2235;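 active = inhibition above the mean inhibition of all tested compounds plus 3 SD, computed separately for each screening campaign, cut at about 15% in these data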
Target sequence (P62136 whole entry, looked up): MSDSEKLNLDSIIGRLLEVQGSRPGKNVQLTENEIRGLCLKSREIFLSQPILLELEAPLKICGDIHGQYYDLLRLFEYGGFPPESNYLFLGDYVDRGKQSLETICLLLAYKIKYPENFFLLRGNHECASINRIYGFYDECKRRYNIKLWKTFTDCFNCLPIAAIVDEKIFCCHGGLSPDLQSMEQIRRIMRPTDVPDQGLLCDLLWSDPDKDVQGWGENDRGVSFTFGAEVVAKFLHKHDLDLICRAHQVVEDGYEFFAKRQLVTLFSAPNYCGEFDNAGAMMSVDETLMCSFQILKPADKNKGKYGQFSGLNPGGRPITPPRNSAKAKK
TPT1 inh = inhibitors of Candida albicans tRNA 2'-phosphotransferase TPT1; recombinant caTPT1, FP RNA substrate dephosphorylation; inhibition, % at 5 µM; 0.81% of 300,000 active; AID 1962;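 active = inhibition above the mean of all tested compounds plus 3 SD, set per screening campaign, cut at about 24% in these data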;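 also: plate controls were DMSO alone for no effect and ferristatin control at 100 nM for full effect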
PREPL inh = human PREPL enzyme inhibition | Q4J6C6 | recombinant PREPL, fluorescence polarization activity-based probe | inhibition, % at 5.96 µM | 0.68% of 320,000 active; in the data active = inhibition above about 43%;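 also: 0% = enzyme with DMSO and 100% = wells lacking enzyme; many of its hits are not listed in these tables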
The depositor's hits bear a star; x = no result given. A portion of the library. The share of hits here may be higher or lower than overall.

item	SMILES	ZTA counter	EBNA-1 inhibitor	TPT1 inh	PP5 inh	Efflux pump inh	PP1 counter	core dimer inh	PREPL inh	CTSL1 counter
1	CCn1nc(C(=O)Nc2cccc(S(=O)(=O)N3CCCC3)c2)c2ccccc2c1=O	-3	x	x	0.0	-0.1	3	x	-3	x
2	Cc1cc(C)c2nc(SC(C)C#N)cc(C)c2c1 (centres undefined)	4	6	5	3.0	0.1	4	4	-2	-1
3	Cc1ccc(S(=O)(=O)N(C)c2ccc(C(=O)N3CCC(C(N)=O)CC3)cc2)cc1	16	-2	-4	1.4	-0.1	-1	-2	2	0
4	Cc1cc(=O)oc2cc(NC(=O)C(C)N3C(=O)C4CCCCC4C3=O)ccc12 (centres undefined)	-4	x	x	1.6	-0.1	0	x	10	x
5	COc1ccccc1C/C(N)=N/OC(=O)c1cccc([N+](=O)[O-])c1C	-17	1	1	3.2	0.1	-5	5	5	-4
6	COc1ccc2nc(/N=C\N(C)C)sc2c1	2	8	-2	2.0	-0.1	-1	-6	-7	2
7	O=C(O)c1ccc(NS(=O)(=O)c2ccc(Cl)c(C(=O)Nc3ccccc3[N+](=O)[O-])c2)cc1	-3	15	-1	0.4	0.0	2	0	-4	-1
8	COC(=O)c1ccccc1Nc1cc(C)nc2nc(C)nn12	3	-1	-3	1.3	-0.2	-2	3	-4	1
9	CCOc1ccc(C(=O)NCC(=O)N2CCC3CCCCC3C2)cc1OCC (centres undefined)	3	5	-4	-1.2	-0.1	-6	6	7	0
10	Cc1ccc(-n2ncc3c2CCCC3NC(=O)c2ccccc2N2CCOCC2)cc1C (centres undefined)	-5	-8	3	4.6	0.0	-3	6	13	0
11	O=C(N/C(=C\c1ccco1)C(=O)N1CCCC(CO)C1)c1ccccc1 (centres undefined)	-7	8	-3	0.5	0.3	-2	-1	2	3
12	Cc1cc(NC(=O)CSc2ncnc3c2cnn3-c2cccc(Cl)c2)no1	2	4	-1	-1.9	-0.2	-3	-2	-9	-1
13	COc1ccccc1CNC(=O)COC(=O)c1ccc2c(=O)n3c(nc2c1)CCCCC3	5	x	x	2.0	0.0	-3	x	1	x
14	CCc1ccc(N2CC(C(=O)OCC(=O)NNC(=O)c3ccccc3)CC2=O)cc1 (centres undefined)	4	5	0	-0.9	-0.1	-4	1	-5	-6
15	O=C(CN1C(=O)CSCC1=O)NCc1ccc(F)cc1	1	-6	0	3.4	0.0	-5	-9	-6	-5

One compound at a time, as listed above. Order of screens: ZTA counter	EBNA-1 inhibitor	TPT1 inh	PP5 inh	Efflux pump inh	PP1 counter	core dimer inh	PREPL inh	CTSL1 counter
Cc1cc(NC(=O)CSc2ncnc3c2cnn3-c2cccc(Cl)c2)no1 across the screens: 2	4	-1	-1.9	-0.2	-3	-2	-9	-1
Cc1cc(C)c2nc(SC(C)C#N)cc(C)c2c1 (centres undefined) across the screens: 4	6	5	3.0	0.1	4	4	-2	-1
COc1ccccc1CNC(=O)COC(=O)c1ccc2c(=O)n3c(nc2c1)CCCCC3 across the screens: 5	x	x	2.0	0.0	-3	x	1	x

Remaining list, next part.
item	SMILES	ZTA counter	EBNA-1 inhibitor	TPT1 inh	PP5 inh	Efflux pump inh	PP1 counter	core dimer inh	PREPL inh	CTSL1 counter
16	NS(=O)(=O)c1ccc(NC(=O)COC(=O)c2cccc(S(=O)(=O)N3CCCC3)c2)cc1	-19	-9	-1	3.1	0.2	-2	1	5	-14
17	O=C1CC2(CCCCC2)Oc2ccc(O)cc21	-4	9	-5	-0.8	-0.1	-1	-1	8	2
18	Cc1ccc(CNS(=O)(=O)c2ccc(-c3cnc(C4CC4)o3)cc2)cc1	8	-13	0	4.4	0.4	-1	-8	-14	-3
19	O=C(CN1CCC(n2nnc3cc(C(F)(F)F)ccc32)CC1)NNC(=O)c1ccco1	-4	0	-1	2.2	-0.2	-3	-1	-5	-2
20	COc1ccc(OCCSc2nc(N)cc(N)n2)cc1	12	6	4	2.5	-0.1	1	3	3	0
21	Cc1cc2nnc(SCC(=O)NCc3cccs3)n2c2ccccc12	-12	3	2	0.6	-0.1	1	-11	20	4
22	CC1CC(C)CN(CCCNC(=O)CC2Oc3ccccc3NC2=O)C1 (centres undefined)	-1	7	1	0.8	0.2	-8	-3	2	-3
23	C=CCn1c(C)cc(C(=O)COC(=O)c2cncc(Br)c2)c1C	-3	x	x	2.0	0.2	-2	x	12	x
24	Cc1nc(NC(=O)COc2ccc(Cl)cc2)sc1C(=O)N(C)C	3	10	1	0.6	0.0	1	5	10	4
25	COc1cccc(N2C(=O)CC(N3CCc4ccccc43)C2=O)c1 (centres undefined)	-1	-11	-2	3.6	0.0	0	3	-10	0
26	COc1ccc(/C(O)=C2/C(=O)C(=O)N(CC3CCCO3)C2c2ccc(OC)c(OC)c2)cc1 (centres undefined)	-7	3	0	1.4	0.0	-2	-3	1	-2
27	O=C(CSc1ncnc2c1oc1ccccc12)Nc1ccccc1F	9	12	2	-2.6	-0.2	0	-1	3	-1
28	COc1ccc(Cl)cc1NC(=O)CNC(c1ccccc1)c1ccccc1	17	5	0	1.8	0.1	2	17	-8	0
29	CCC[N+](CC#Cc1ccccc1)(CCC)CC(=O)OC	-4	4	1	-1.3	0.4	-1	0	-4	-3
30	CCOC(=O)c1cc2sc(C)cc2n1C(C)C(=O)OCC (centres undefined)	3	6	-1	1.5	-0.1	1	0	3	0

Further structures:
item	SMILES	ZTA counter	EBNA-1 inhibitor	TPT1 inh	PP5 inh	Efflux pump inh	PP1 counter	core dimer inh	PREPL inh	CTSL1 counter
31	COc1ccccc1CNC(=O)c1cc(-c2cccnc2)nc2ccccc12	11	11	-3	1.1	0.3	-1	-2	3	1
32	O=C1/C(=C/c2ccco2)CCc2ccccc21	-2	11	6	1.1	0.3	0	3	-3	12
33	CCOc1ccccc1NC(=O)CSc1nnc(-c2ccccn2)n1Cc1ccco1	-14	-8	0	1.8	0.1	0	2	-10	0
34	CC(C)CNC(=O)c1cccc(NC(=O)c2ccc3c(c2)C(=O)N(C)C3=O)c1	5	1	-3	0.7	-0.3	0	5	-11	-5
35	C=CCn1c(SC)nc2sc3c(c2c1=O)CCc1ccccc1-3	-5	-3	3	2.7	-0.1	0	4	2	1
36	NC(=O)c1ccccc1NC(=O)CS(=O)(=O)Cc1ccccc1	-7	20	-2	0.3	0.0	-9	2	-6	1
37	Cc1nnc(SCC(=O)c2c[nH]c3ccccc23)n1C1CC1	-11	x	x	2.0	0.1	-7	x	11	x
38	Cc1ccccc1NC(=O)c1ccc2snnc2c1	-10	0	-3	2.8	-0.2	-2	13	15	-5
39	CCOC(=O)c1ccc(N=CC2=C(O)CC(C)(C)CC2=O)cc1	0	-3	0	1.6	-0.1	-5	-5	3	2
40	Cc1nc(NC(=O)/C=C/c2ccccc2)sc1C(=O)NCCO	0	-3	2	-1.8	-0.1	1	0	1	-1
41	O=c1c2ccccc2nc2n1C(CSCc1cccc(C(F)(F)F)c1)CS2 (centres undefined)	-17	-2	-3	3.1	-0.1	7	5	-12	1
42	CCCCN(Cc1ccco1)C(=O)Cn1ncc2c(=O)oc3ccc(C)cc3c21	-3	1	0	1.6	0.1	5	-13	17	6
43	COCCn1cnnc1SCC(=O)Nc1ccccc1C(=O)Nc1ccc2c(c1)OCO2	2	3	-4	0.7	0.0	2	-2	-4	0
44	CCOc1ccc(NC(=O)CC2C(=O)N(C)C(=S)N2CCCc2ccccc2)cc1 (centres undefined)	0	-8	0	4.8	-0.2	3	2	5	-7
45	CC1(C)C(=O)Nc2ccccc2N1C(=O)COc1cccnc1[N+](=O)[O-]	1	0	-3	-1.0	0.0	1	0	5	4

Next results
item	SMILES	ZTA counter	EBNA-1 inhibitor	TPT1 inh	PP5 inh	Efflux pump inh	PP1 counter	core dimer inh	PREPL inh	CTSL1 counter
46	O=C(COc1ccc(Cl)cc1Cl)Nc1ccccc1F	7	5	0	1.5	0.1	5	-3	3	-2
47	CC(C)[C@H]1C=C(C(=O)O)O[C@@H](OCCCCO)C1	-5	13	-5	0.7	x	4	-16	18	0
48	Nc1nonc1-n1nnc(C(=O)N/N=C/c2cccnc2)c1-c1ccccc1	-8	-4	0	3.3	0.2	1	8	13	0
49	O=C(Nc1ccc(S(=O)(=O)Nc2nccs2)cc1)c1cccc(S(=O)(=O)N2CCOCC2)c1	7	7	0	0.4	0.0	-1	4	-5	-4
50	COc1ccccc1Nc1c2c(nc3ccc(N)cc13)CCCC2	0	-5	-2	4.9	0.0	0	-2	44*	4
51	C=C(C)CSc1nc2c(cc1C#N)CCC2	9	2	-5	2.3	-0.1	-1	2	2	2
52	COc1cccc(NC(=O)CCN2C(=O)c3ccccc3Sc3ncccc32)c1	9	-1	-3	-0.7	-0.1	0	2	-8	-1
53	O=C(O)c1ccc(N2C(=O)c3cccc4c(C(=O)O)ccc(c34)C2=O)cc1	-8	-18	6	4.0	0.1	-1	6	-15	-1
54	O=C(NCc1cccnc1)C1CCN(S(=O)(=O)N2CCOCC2)CC1	-1	-6	0	6.0	0.1	-2	1	8	-6
55	O=C(OCc1nnc(-c2ccccc2)o1)c1ccc2c(c1)C(=O)N(CCc1ccccc1)C2=O	-15	-1	-2	1.2	0.0	-1	1	3	-3
56	CCCCc1cc(=O)oc2cc(C)cc(OC(C)C(=O)NCc3ccncc3)c12 (centres undefined)	-4	-6	1	3.4	0.0	1	-2	1	1
57	CCOCCOc1cccc(C(=O)NC(c2ccccc2)c2ccccc2)c1	8	12	1	-1.9	0.0	-3	16	6	3
58	Cc1cc2nc(-c3ccc(NC(=O)c4cccnc4)cc3)oc2cc1C	-1	3	-5	0.3	0.0	-4	-1	-2	3
59	NC(=O)N(N)c1nc(N2CCCC2)nc(N2CCCC2)n1	11	x	x	-0.5	-0.1	0	x	5	x
60	COc1ccc(Oc2ncc(CN3CCN(c4ccccc4)CC3)s2)cc1	12	5	3	5.2	-0.1	0	1	-51	2
61	O=C1C=C(c2ccccc2)C[C@H](c2cccs2)[C@H]1n1nnc([N+](=O)[O-])n1	-8	2	0	3.9	0.8	8	42	18	33*
62	CC(=O)Nc1cccc2c1C(=O)NC2=O	-6	6	-4	-0.9	-0.1	-2	-3	2	-3
63	O=C(COC(=O)c1ccccc1[N+](=O)[O-])Nc1nnc(-c2ccccc2)o1	3	3	-2	2.5	0.1	5	1	4	4

Bioassay records from PubChem.
